TCR act: Activators of T cell receptors: qHTS campaign; primary human leukocytes, anti-CD3, IL-2 HTRF, 48 h; Potency, µM (titrated, usually from 9.22 µM), without a hit: top-dose activation of IL-2 secretion, actives largely listed as activators; 330,000 tested, under 10 active; AID 504894, 2011; also: % of control where 0% means no effect
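HTRF read-out of IL-2 secretion: europium cryptate donor excited at 320nm, d2 acceptor emission at 665nm. Cells were primary human leukocytes incubated 48 hr with compounds and a-CD3 beads, supplying TCR signal only.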
TSHR antag: Antagonists of the Thyroid Stimulating Hormone Receptor: HTS campaign. Thyrotropin receptor (Homo sapiens), P16473. TSHR-expressing cells, TSH-stimulated cAMP HTRF, 2 h; hits give low values. activity change, negative = inhibition, % at 11.5 µM. actives 0.2% (n = 330,000). AID 504810, 2011;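 active = activity change below a set negative limit, meaning inhibition stronger than a set level, cut at about -70% in these data; inconclusive = activity change between two set negative limits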; also: % is scaled to controls: 0 for no effect and ±100 for the full control effect
Target sequence (P16473 whole entry, looked up): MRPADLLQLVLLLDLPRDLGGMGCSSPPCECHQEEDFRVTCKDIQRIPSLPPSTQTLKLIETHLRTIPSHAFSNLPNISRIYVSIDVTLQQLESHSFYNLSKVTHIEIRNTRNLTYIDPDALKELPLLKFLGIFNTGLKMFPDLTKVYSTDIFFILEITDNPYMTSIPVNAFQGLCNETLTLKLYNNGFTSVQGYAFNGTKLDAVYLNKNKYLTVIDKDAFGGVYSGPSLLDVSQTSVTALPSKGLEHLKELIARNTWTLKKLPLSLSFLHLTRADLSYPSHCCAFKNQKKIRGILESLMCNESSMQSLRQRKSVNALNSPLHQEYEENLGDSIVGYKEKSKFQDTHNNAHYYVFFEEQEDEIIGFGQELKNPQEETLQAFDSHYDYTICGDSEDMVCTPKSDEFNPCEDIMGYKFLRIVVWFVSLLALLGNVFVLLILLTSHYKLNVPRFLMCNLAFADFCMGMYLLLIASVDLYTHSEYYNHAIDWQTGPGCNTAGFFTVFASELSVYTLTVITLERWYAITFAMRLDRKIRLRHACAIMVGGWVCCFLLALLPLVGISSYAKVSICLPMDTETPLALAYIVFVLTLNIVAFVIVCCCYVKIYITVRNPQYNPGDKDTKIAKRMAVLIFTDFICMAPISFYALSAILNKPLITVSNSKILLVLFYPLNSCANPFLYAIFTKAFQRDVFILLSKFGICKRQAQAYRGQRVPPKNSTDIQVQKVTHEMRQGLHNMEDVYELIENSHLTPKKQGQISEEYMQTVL
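Competitive HTRF cAMP read-out (cryptate anti-cAMP antibody, cAMP-d2; 30 min, room temperature) in freshly harvested TSHR cells. Compounds added before TSH at EC80 (4nM final), followed by 2 hours' incubation at 37 deg C.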
Eya2 inh: qHTS Assay for Inhibitors of the Phosphatase Activity of Eya2; recombinant Eya2, OMFP fluorescence dephosphorylation (OMFP is methylfluorescein phosphate); Potency, µM (highest dose often 76.9 µM), for the others: top-dose activity, negative = inhibition, actives largely listed as inhibitors; actives 0.006% (n = 330,000); AID 488837, 2010; also: potency is read from the fitted curve at half-maximal effect; % is scaled to controls: 0 for no effect and ±100 for the full control effect
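Eya2 (0.2 uM) preincubated 10 min at ambient with compound, then OMFP substrate added at 50 uM; 10 min reaction in 50 mM HEPES pH 7.5, 50 mM NaCl, 5 uM MgCl2, 0.05% BSA, 1 mM DTT. Fluorescence read at Ex 485/Em 525 nm.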
KCNH2 3.1 block: qHTS for Inhibitors of KCHN2 3.1: Mutant qHTS. U2OS KCNH2 3.1, thallium flux FluxOr; hits give low values. actives 0.95% (n = 340,000). Potassium voltage-gated channel subfamily H member 2, brain isoform KCNH2 3.1 (human). activity change, % (tested at about 1.8 µM);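 active = maximum activity change below -70%; inconclusive = maximum activity change from -70% to -50%; inactive = maximum activity change above -50%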;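 also: thallium influx rate constant from kinetic fluorescence after stimulation buffer; % is scaled to controls: 0 for no effect and ±100 for the full control effect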
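FluxOr-based Tl+ influx in U2OS cells transduced with KCNH2 3.1 virus; rate constants normalized to DMSO controls.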
ELG1 DNA repair: qHTS screen for small molecules that inhibit ELG1-dependent DNA repair in human embryonic kidney (HEK293T) cells expressing luciferase-tagged ELG1. Potency, µM (doses to about 46.1 µM), for the others: at the highest dose activity change, negative = inhibition, actives largely listed as inhibitors. AID 504467, 2011. actives 2.3% (n = 330,000). HEK293T ELG1-luciferase reporter, luminescence, 16 h; DNA damage induced by 5-fluorouridine; also: potency is read from the fitted curve at half-maximal effect; % is scaled to controls: 0 for no effect and ±100 for the full control effect; nearly all actives have a fitted effect of over 55% in size
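5-Fluorouridine DNA damage + compound/DMSO, 2,000 cells/well, 16 h, 37 °C/5% CO2. ONE-Glo, 30 min RT, luminescence. Readout = decrease in reporter signal.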
USP2a block: qHTS Assay for Inhibitors of Ubiquitin-specific Protease USP2a Using CHOP2 as the Reporter. USP2 core, Ub-CHOP2 coupled fluorogenic reporter, 485/531. Potency, µM (highest dose often 38.3 µM), for the others: at the highest dose activity change, negative = inhibition, hits mostly inhibitors. actives 0.01% (n = 330,000). Ubiquitin carboxyl-terminal hydrolase 2 (Homo sapiens), O75604. AID 463254, 2010;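 also: potency is read from the fitted curve at half-maximal effect; plate controls were DMSO wells for no effect and full inhibition by NEM control for full effect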
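Deubiquitinase activity read as fluorescence (485/531 nm) after Ub-CHOP2 cleavage activates the enterokinase reporter on its substrate; USP2 core 10nM, Ub-CHOP2 and substrate 25nM each, 30min compound preincubation then 60min RT; data normalized to NEM, curves fitted.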
TRPV1 ag: HTS Assay for Compounds that Act as Agonists of the Vanilloid Receptor 1; TRPV1-expressing cells, Fluo-8 calcium influx, agonist mode; activation, % at 8.33 µM; actives 0.19% (n = 320,000); AID 540275, 2011; in the data active = activation above about 80%; inconclusive = between about 30% and that limit; also: 0% is about no effect
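Fluo-8 calcium influx in TRPV1-expressing cells, kinetic read (ex 480/em 520 nm). Compound added and read 3 min for agonist activity, followed by capsaicin at EC20 final and 2 min further read for enhancement.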
Mito fusion act: qHTS Assay for Small Molecule Inhibitors of Mitochondrial Division or Activators of Mitochondrial Fusion | Potency, µM (highest dose often 46.1 µM), without a hit: at the top dose growth rescue (activation), hits mostly activators | actives 0.23% (n = 320,000) | AID 485298, 2010 | S. cerevisiae fusion-defective mutant growth rescue, CellTiterGlo 48 h;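 also: potency is read from the fitted curve at half-maximal effect; % of control where 0% means no effect; nearly all actives have a fitted effect of over 45% in size; temperature-sensitive fusion mutants such as fzo1-1 at 37 °C on non-fermentable ethanol glycerol medium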
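Yeast fusion mutant, YPEG (non-fermentable carbon), compound, 48 h at 37C non-permissive; CellTiterGlo added, 10 min RT, luminescence read. Rescued growth = division inhibition.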
AT treatment: qHTS Assay for Identifying a Potential Treatment of Ataxia-Telangiectasia | […] A-T fibroblasts, KAP-1 phosphorylation AlphaLISA; neocarzinostatin DNA damage 30 min before lysis | Potency, µM (titrated, usually from 57.5 µM), for inactives: top-dose activation, most hits filed as activators | actives 0.19% (n = 320,000) | AID 485349, 2010; also: potency is read from the fitted curve at half-maximal effect; % of control where 0% means no effect; nearly all actives have a fitted effect of over 45% in size
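ATM-like activity read as KAP-1 phosphorylation via AlphaLISA donor/acceptor antibody pairs after lysis and 6 hr at 25C. Cells were ATM-null patient fibroblasts ([…], hTERT), dosed 60 min, then exposed to the DSB inducer NCS for 30 min.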
KCNH2 WT inh: qHTS for Inhibitors of KCHN2 3.1: Wildtype qHTS | Voltage-gated inwardly rectifying potassium channel KCNH2 (Homo sapiens), Q12809 | U2OS, BacMam KCNH2, thallium flux FluxOr; hits give low values | activity change, % at 1.84 µM | actives 0.37% (n = 340,000) | AID 720551, 2013;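 active = maximum activity change below -70%; inconclusive = maximum activity change between -70% and -50%; inactive = maximum activity change above -50%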; also: % is scaled to controls: 0 for no effect and ±100 for the full control effect
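U2OS cells transduced with wild-type KCNH2 virus are loaded with FluxOr dye for 45 min, and thallium flux is measured in kinetic reads before and after stimulation buffer. Rate constants are normalized to DMSO controls.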
* = called active by the depositor; ? = inconclusive; . = not tested or not shown; [ ] = remark or other dose. Unless noted, calls follow the shape of the dose curve; as a rule, active = well fitted curve in the direction sought with a large enough effect; inconclusive = small, poorly fitted or top-dose-only effect, or another doubt; inactive = no such curve, though single readings can be large; an effect the other way counts as inactive or inconclusive. Not all compounds are listed (hit frequency here may not be typical).

SMILES | TCR act | TSHR antag | Eya2 inh | KCNH2 3.1 block | ELG1 DNA repair | USP2a block | TRPV1 ag | Mito fusion act | AT treatment | KCNH2 WT inh
CN(C)N=Nc1nc2c(c(=O)n(C)c(=O)n2C)n1C | -5% | 0 | 1% | 7 | -6% | 11% | 2 | 0% | 8% | 2
COC1=C(Nc2ccc(OC)cc2)C(=O)c2ccccc2C1=O | 4%[46.1 µM] | 0 | -1% | 27 | 28% | -10% | 12 | 5% | -9% | 21
CCN(CC)c1ccc(S(=O)(=O)N2CCOCC2)cc1NC(=O)CSc1n[nH]c(N)n1 | 0% | 3 | -2% | 7 | -20% | 0% | 4 | 0% | 3% | -1
Cc1ccc(Cn2ccc(NC(=O)c3cc(CC(C)C)on3)n2)cc1 | 2% | -22 | -11% | -3 | -6% | 2% | 10 | 7% | 3% | -8
CC(=O)CC1(O)C(=O)N(CN2CCN(c3ccccc3)CC2)c2ccccc21 (configuration not stated) | -5% | 5 | -7% | 7 | 2% | 2% | 0 | 4% | 9% | 13
CCCNC(=O)c1ccc(N2CCC3(CC2)CC(c2ccccc2)=NO3)c(NC(=O)Cc2ccc(F)cc2)c1 | -5% | 7 | -29% | -77* | 21µM* | -4% | 0 | 5% | -4% | ?
O=C(c1ccc2snnc2c1)N1CCCCC1 | -2%[46.1 µM] | -4 | 7% | 5 | 0% | 3% | 2 | 0% | 1% | 4
CC1=NN(C(=O)COc2ccccc2)C(O)(c2ccccc2)C1 (configuration not stated) | -4%[46.1 µM] | 7 | -7% | -12 | 7% | 4% | -2 | 0% | 0% | 1
Cc1ccc(C)c(OCC(=O)Nc2ccc(S(=O)(=O)Nc3ccccn3)cc2)c1 | 1%[46.1 µM] | -1 | -3% | -3 | 1% | 1% | -4 | -2% | -7% | -2
COC(=O)c1ccc(C2=NOC(C)(c3sc(-c4ccccc4)nc3C)C2)cc1 (configuration not stated) | 10% | 2 | -2% | 10 | 15% | 4% | 2 | 12% | 18% | -1
Cc1cc([N+](=O)[O-])nn1Cc1ccccc1F | -2% | 15 | 2% | 3 | 0% | 0% | . | 4% | 4% | -8
Cc1cc(CN(C)C(=O)CC2C(=O)NCCN2Cc2c(F)cccc2Cl)on1 (configuration not stated) | -2% | 3 | -1% | 2 | 22% | 2% | -3 | 0% | -5% | 5
O=C(/C=C/c1ccccc1)Nc1cc(NC(=O)/C=C/c2ccccc2)cc(C(=O)O)c1 | 8% | -5 | 7% | -9 | -15% | 4% | 0 | 1% | -1% | -4
CN(Cc1ccccc1)Cc1nc2c(c(=O)n(C)c(=O)n2C)n1Cc1ccc(Cl)cc1 | 3% | 6 | 4% | -2 | -17% | 3% | -1 | 2% | 16% | 0
Cc1cccc(C(=O)OC(C)C(=O)NC2CCCc3ccccc32)c1O (configuration not stated) | -2% | 43 | 9% | -42 | 22% | 0% | 0 | 13% | 29% | 1
COc1ccccc1CCC(=O)NNC(=O)c1ccccc1 | -4% | 6 | 2% | 29 | 5% | 1% | 0 | -3% | 5% | -1
CC(=O)Nc1ccc(C(=O)Nc2cc(C(F)(F)F)ccc2-n2cnc3ccccc32)cc1 | -4%[46.1 µM] | 27 | 1% | -7 | -3% | 3% | 25 | -6% | 8% | 2
COC(=O)Cn1c(=NC(=O)c2nc3ccccc3s2)sc2cc(S(C)(=O)=O)ccc21 | 6%[46.1 µM] | -4 | -3% | . | -3% | 2% | -4 | 0% | 0% | .
Cc1cc(C(=O)N/N=C/c2ccccn2)c2ccccc2n1 | 8% | 8 | -15% | -2 | 1% | 1% | -1 | -1% | 2% | -13
COc1ccc(CNC(=O)CN(C(=O)CCC(=O)Nc2ccccn2)c2cccc(C)c2C)cc1 | -2% | -12 | 4% | 6 | -7% | -2% | 0 | 15% | 16% | 6
Cc1nc2ccc(NC(=O)Cc3ccc4c(c3)OCCO4)cc2s1 | 1%[46.1 µM] | -12 | -6% | -13 | 20% | 7% | -3 | -27% | 3% | -2
CSc1ccc(/C=C/c2cc(=O)c3ccccc3[nH]2)cc1 | -4%[46.1 µM] | -21 | 1% | -8 | ? | 1% | ? | 7% | 5% | -2
O=C(c1ccccc1Cl)N1CCC(O)(c2cccnc2)CC1 | 6% | -30 | -3% | 18 | -14% | 3% | -3 | 1% | 0% | 1
Cc1cccc2cc(CN(CCCN3CCOCC3)Cc3nnnn3C(C)(C)C)c(=O)[nH]c12 | 2% | -2 | 14% | -7 | 5% | -1% | -3 | -3% | 2% | -10
O=C(CSCc1ccc(Cl)cc1)Nc1ccc(S(=O)(=O)N2CCOCC2)cc1 | 6%[46.1 µM] | 3 | 0% | 5 | ? | -2% | ? | 7% | -6% | 10
O=C(Nc1nnc(C2CCCC2)s1)C1CCC1 | 1% | -4 | -4% | -8 | ? | 1% | 2 | 1% | 7% | 16
NNC(=S)NCc1ccc2c(c1)OCO2 | 5%[46.1 µM] | 6 | 10% | 18 | 9% | -1% | -1 | -8% | 1% | -5
CC(C)CC(=O)NC(=S)Nc1ccc(S(=O)(=O)N2CCN(C)CC2)cc1 | -2%[46.1 µM] | 4 | 0% | 10 | 0% | 2% | 0 | -1% | 1% | -7
CC(=O)c1ccc(S(=O)(=O)N2CCN(C(=O)CN3C(=O)NC4(CCCC4)C3=O)CC2)cc1 | -2% | . | 4% | -5 | -3% | -1% | -1 | -4% | -4% | 9
O=C(NC12CC3CC(CC(C3)C1)C2)c1cnccn1 | -7% | 11 | -21% | -3 | 10% | 2% | 15 | 1% | -4% | -8
CCOc1ncccc1C(=O)Nc1cccc(C(=O)Nc2cccc(S(=O)(=O)CCO)c2)c1 | -2% | -12 | 0% | 8 | ? | -1% | 5 | 0% | 1% | 2
COc1ccc(C(=O)O)cc1NC(=S)NC(=O)/C=C/c1ccc(C(C)C)cc1 | 2% | -16 | -9% | 0 | 11% | 1% | -5 | -21% | 16% | -15
COc1ccc(OCC(O)CNC(=O)c2sccc2Cl)cc1 (configuration not stated) | -4% | 1 | -4% | -2 | ? | 4% | 1 | 2% | 0% | -6
COc1cc2nc(CN(CCC(C)C)Cc3nc4cc(OC)c(OC)cc4c(=O)[nH]3)[nH]c(=O)c2cc1OC | -21% | 7 | -19% | 0 | 1.5µM* | 2% | -4 | 0% | -1% | -3
O=C(c1c[nH]c2ccccc12)C(F)(F)F | 1% | -1 | 4% | 20 | 11% | 1% | -2 | -3% | 7% | -2
COC(=O)n1ccc(C(=O)Nc2ccccc2F)n1 | -3% | -11 | -9% | 6 | ? | 2% | 8 | -2% | -2% | 2
Cc1cc(C(=O)NNC(=O)c2ccccc2O)c(C)o1 | 6% | -19 | -22% | -13 | 16% | -1% | 3 | 2% | 2% | 11
COc1cccc(/C=C(/C#N)c2nc3ccccc3[nH]2)c1OC(C)C(=O)O (configuration not stated) | -7% | -1 | 2% | 4 | 0% | 6% | 1 | 8% | -11% | -3
CN(Cc1ccccc1Br)C(=O)CN1C(=O)NC2(CCCCCC2)C1=O | 1% | 1 | -11% | 0 | 3% | -4% | 0 | -2% | -2% | 1
CCc1noc(C)c1C(=O)N1CCN(S(=O)(=O)c2ccc(C)cc2)CC1 | 6% | 2 | 3% | -8 | 20% | -1% | 0 | -10% | -1% | -5
CCc1cc(=O)oc2c3c(cc(OCC(=O)Nc4cccnc4)c12)OC(C)(C)CC3 | 6% | -20 | 7% | -5 | ? | 3% | ? | 8% | 14% | -2
COc1ccc(-c2[nH]ncc2CN(C)Cc2cccnc2)c(OC)c1 | -6% | 6 | 8% | -43 | -3% | 0% | 2 | -1% | 2% | 0

An excerpt of these results, with values under each structure.
The line under a structure holds: TCR act, TSHR antag, Eya2 inh, KCNH2 3.1 block, ELG1 DNA repair, USP2a block, TRPV1 ag, Mito fusion act, AT treatment, KCNH2 WT inh
> COc1ccc(OCC(O)CNC(=O)c2sccc2Cl)cc1 (configuration not stated)
→ -4%, 1, -4%, -2, ?, 4%, 1, 2%, 0%, -6
> CCc1noc(C)c1C(=O)N1CCN(S(=O)(=O)c2ccc(C)cc2)CC1
→ 6%, 2, 3%, -8, 20%, -1%, 0, -10%, -1%, -5

Assay outcomes: PubChem BioAssay, National Center for Advancing Translational Sciences (NCATS)
